HKDC1 inhibitor: blocks human hexokinase HKDC1 activity | 0.16% of 340,000 active | Q2TB90 | AID 493160 | recombinant HKDC1, G6PDH/diaphorase resazurin coupled fluorescence | inhibition, % at 20 µM;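 active = inhibition above about 35% when tested at 20 µM, limit read from the data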;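 note: plate controls were DMSO wells with enzyme for no effect and DMSO wells lacking enzyme for full effect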
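Assay system – recombinant HKDC1 (HK5) hexokinase enzyme, produced in-house · Input – HKDC1 at 5 µg/mL · Reagent – glucose plus 1 mM ATP as hexokinase substrates · Timing – 90 min reaction incubation at room temperature, dark · Measured by – G6PDH/diaphorase-coupled fluorescence, 1 mM NADP, 100 µM resazurin, 525/613 nm · Benchmarks – DMSO-enzyme wells negative, buffer-substituted wells positive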
mIAP block: blocks mouse intestinal alkaline phosphatase; purified mouse IAP, CDP-Star luminescence, 30 min; inhibition, % at 10 µM; AID 2806; 0.2% of 330,000 active;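 active = inhibition of at least 40% at 10 µM in the primary screen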;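 note: plate controls were DMSO with enzyme for no effect and no enzyme wells for full effect; values of inactives mirror those of a sister screen read the other way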
hIAP block: human IAP inhibition | inhibition, % at 10 µM | purified IAP, CDP-Star luminescence, 30 min | P09923 | AID 2544 | 0.12% of 330,000 active;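 active = inhibition reaching a set limit with compound at 10 µM in the primary screen, cut at about 35% in these data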;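 note: plate controls were DMSO wells with enzyme for no effect and no-enzyme buffer wells for full effect; values of inactives mirror those of a sister screen read the other way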
APOBEC3A inh: blocks human APOBEC3A ssDNA deamination; P31941; recombinant A3A, FAM/TAMRA ssDNA deamination fluorescence; inhibition, % at 20 µM; 0.41% of 330,000 active; AID 493011;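 active = at least 40% inhibition at 20 µM here, with at most 30% in a related deaminase screen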;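 note: plate controls were A3A with DMSO for no effect and wells lacking A3A enzyme for full effect; some results filed as inactive read as strong as hits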
Target sequence (P31941 whole entry, looked up): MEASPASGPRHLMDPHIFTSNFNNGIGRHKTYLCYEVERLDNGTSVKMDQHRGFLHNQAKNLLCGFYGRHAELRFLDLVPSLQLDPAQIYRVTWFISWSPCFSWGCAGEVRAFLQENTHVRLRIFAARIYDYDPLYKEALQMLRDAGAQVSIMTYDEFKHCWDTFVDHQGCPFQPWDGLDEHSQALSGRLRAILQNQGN
PfGluPho inh: PfG6PD (Plasmodium falciparum) enzyme inhibition; PfGluPho enzyme, NADPH resazurin-diaphorase fluorescence; inhibition, % at 20 µM; 0.78% of 350,000 active; AID 504690;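 active = inhibition reaching at least a set limit at 20 µM in the primary screen, cut at about 59% in these data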;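 note: 0% = DMSO wells with substrate and 100% = DMSO wells lacking glucose-6-phosphate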
mIAP activ: increases mouse intestinal alkaline phosphatase activity; 0.24% of 330,000 active; activation factor at 10 µM; muIAP, CDP-Star luminescence, 30 min; active compounds read high; 1 = vehicle-only enzyme signal, 0 = enzyme-free wells; AID 2805;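 active = activation factor of at least 2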; note: the source names both 10 and 20 µM as test concentration; values of inactives mirror those of a sister screen read the other way
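System: Mouse IAP enzyme | Also added: CDP-Star substrate | Dosing: Compounds dispensed in DMSO | Schedule: 30 min enzyme-substrate-compound incubation at room temperature | Technique: Chemiluminescence readout | Control set: DMSO-only wells and no-enzyme negative control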
ATG4B inhibitor: ATG4B (human) cysteine protease inhibition | Q9Y4P1 | ATG4B cleavage of LC3-PLA2, NBD-HPC fluorescence, 1 h | inhibition, % at 8.33 µM | 0.51% of 340,000 active | AID 504462; in the data active = inhibition above about 40%
Target sequence (Q9Y4P1 whole entry, looked up): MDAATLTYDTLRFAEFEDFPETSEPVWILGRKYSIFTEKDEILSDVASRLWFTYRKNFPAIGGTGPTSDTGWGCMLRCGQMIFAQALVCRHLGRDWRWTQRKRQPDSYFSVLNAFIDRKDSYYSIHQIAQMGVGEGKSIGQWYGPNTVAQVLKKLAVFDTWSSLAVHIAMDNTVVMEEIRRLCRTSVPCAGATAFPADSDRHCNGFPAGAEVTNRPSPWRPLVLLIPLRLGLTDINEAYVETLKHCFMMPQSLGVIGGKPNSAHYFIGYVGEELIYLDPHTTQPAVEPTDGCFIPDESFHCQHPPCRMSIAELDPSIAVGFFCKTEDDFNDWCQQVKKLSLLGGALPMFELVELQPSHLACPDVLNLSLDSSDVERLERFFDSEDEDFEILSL
hIAP activ: increases human intestinal alkaline phosphatase activity. P09923. purified human IAP, CDP-Star luminescence, 30 min; active compounds read high; 1 = vehicle-only enzyme, 0 = enzyme-free background. activation factor at 10 µM. 0.16% of 330,000 active. AID 2524;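 active = activation factor of the enzyme at least 2-fold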; note: the source names both 10 and 20 µM as test concentration; values of inactives mirror those of a sister screen read the other way
* hit, by the source's call; · = not tested or not shown.

HKDC1 inhibitor	mIAP block	hIAP block	APOBEC3A inh	PfGluPho inh	mIAP activ	ATG4B inhibitor	hIAP activ	Molecule
-5	9	8	5	-13	0.91	0	0.92	CC1=CC(=O)C=C/C1=C(/c1ccc(O)cc1C)c1ccccc1S(=O)(=O)O
-6	4	-9	0	-14	0.96	3	1.1	CC1(C(=O)O)CCC(C(=O)Nc2ccccc2O)C1(C)C (configuration not stated)
-3	6	-1	-5	4	0.94	-5	1	CCc1cc(=O)oc2cc3occ(-c4ccc(OC)c(F)c4)c3cc12
-6	-4	4	7	15	1	-5	0.96	O=C1CN(C(=O)COc2ccc(Br)cc2)c2ccccc2N1
-6	-3	-9	3	-4	1	-2	1.1	Cc1noc(C)c1S(=O)(=O)N1CCCC(C(=O)N2CCC(C)CC2)C1 (configuration not stated)
5	8	9	-1	13	0.93	34	0.91	CCCc1ccc(O)c(N=Cc2cc(Br)cc(OCC)c2O)c1
-4	5	-8	1	19	0.95	8	1.1	COc1ccc(CCn2c(-c3cccc([N+](=O)[O-])c3)nc3nc4ccccc4nc32)cc1OC
5	7	8	-4	2	0.93	-16	0.92	CC1CCCCC1NC(=O)c1cn(C)c2ccc(S(=O)(=O)N3CCCC3)cc2c1=O (configuration not stated)
-4	7	-2	-4	-2	0.93	0	1	O=C(O)c1cccnc1
-5	-1	-9	-2	15	1	1	1.1	COc1ccc(C(=O)N2CC(=O)Nc3ccccc32)cc1S(=O)(=O)N1CCOCC1

Of the compounds above, these have a COOH group.
HKDC1 inhibitor	mIAP block	hIAP block	APOBEC3A inh	PfGluPho inh	mIAP activ	ATG4B inhibitor	hIAP activ	Molecule
-6	4	-9	0	-14	0.96	3	1.1	CC1(C(=O)O)CCC(C(=O)Nc2ccccc2O)C1(C)C (configuration not stated)
-4	7	-2	-4	-2	0.93	0	1	O=C(O)c1cccnc1

Further results follow:
HKDC1 inhibitor	mIAP block	hIAP block	APOBEC3A inh	PfGluPho inh	mIAP activ	ATG4B inhibitor	hIAP activ	Molecule
4	13	-5	5	20	0.87	-12	1.1	NS(=O)(=O)c1ccc(CCNC(=O)CSc2ccc3ccccc3c2)cc1
4	8	4	-3	23	0.92	-2	0.96	COc1cc(C2=NOC(C(=O)Nc3ccc4c(c3)OCO4)C2)cc(OC)c1OC (configuration not stated)
-4	3	-4	2	9	0.97	14	1	COc1ccc(-c2nnc3ccc(SCC(=O)Nc4nccs4)nn23)cc1OC
1	-12	4	2	-9	1.1	-12	0.96	COc1ccc(C(=O)CN2C(=O)NC3(CCCc4ccccc43)C2=O)cc1 (configuration not stated)
0	9	11	0	9	0.91	10	0.89	O=C1N(CN2CCN(Cc3ccccc3)CC2)c2ccccc2C12OCCCO2
-5	0	-9	-7	13	1	1	1.1	C=CCNC(=S)N1CCC(C(N)=O)CC1
-1	7	-1	3	13	0.93	0	1	Cc1ccccc1NC(=O)Cc1nc(COC(=O)c2cc([N+](=O)[O-])ccc2N)cs1
21	24	-2	97	69*	0.76	-6	1	O=C(c1ccc2nc(-c3ccco3)c(-c3ccco3)nc2c1)N1CCN(c2ncccn2)CC1
-4	6	13	0	-10	0.94	17	0.87	O=C(Cn1ccsc1=NC(=O)C(F)(F)F)c1ccccc1
-6	0	-21	-2	-14	1	5	1.2	COc1ccc(CNC(=O)c2cccnc2)cc1
-3	-1	-14	-3	-13	1	-1	1.1	CC(C)(C)n1nnnc1SCC(=O)Nc1nn(-c2ccccc2)nc1C(N)=O
-2	7	-10	-2	6	0.93	0	1.1	NS(=O)(=O)c1cccc(NC(=O)CSc2nnc(C3CC3)n2-c2ccccc2)c1
16	14	-1	-1	-4	0.86	10	1	CNc1ccccc1C(C)(C)c1cc(-c2cccc(OC)c2)no1
-1	-3	7	0	10	1	10	0.93	O=C(CCn1cnc2ccccc2c1=O)Nc1ccc2c(c1)OCCO2
-3	-8	-107	-6	55	1.1	-15	2.1*	COc1cc(OC)c(OC)cc1/C=N/n1c(-c2n[nH]c3c2CCC3)n[nH]c1=S
3	-4	1	-2	-23	1	6	0.99	Cn1c(OCc2cccnc2)nc2c1c(=O)n(Cc1ccccc1)c(=O)n2C
-3	-1	-5	4	10	1	-9	1.1	CCOC(=O)C(Cc1ccccc1)c1ccnc2ncnn12 (configuration not stated)
-12	-1	6	-1	1	1	2	0.94	CCn1c(SC)nnc1-c1ccc(S(=O)(=O)N2CCCCC2)cc1
-11	2	0	1	0	0.98	-4	1	CCCCOCCCNCC(=O)Nc1ccc(S(N)(=O)=O)cc1
0	5	1	0	13	0.95	-3	0.99	Cc1cc(C(=O)Nc2ccc(Cl)cc2)c(C)n1Cc1cccs1
-4	2	7	-5	2	0.98	2	0.93	CCc1ccc(C(C)NC(=O)C2CCCO2)cc1 (configuration not stated)
·	2	-8	0	·	0.98	·	1.1	Cc1ccccc1C(=O)Nn1c(C)ccc1C
-5	5	-2	-2	7	0.95	-2	1	O=C(CCNS(=O)(=O)c1ccc(OC(F)(F)F)cc1)N1CCCC1
-7	-16	11	3	4	1.2	2	0.89	Cc1[nH]c2ccccc2c1C(=O)CN1CCCC(C)C1 (configuration not stated)
10	32	11	-1	13	0.69	3	0.89	N#C/C(=C\c1ccc2c(c1)OCO2)C(N)=S
-1	-1	12	4	0	1	2	0.88	CC(C)n1nnc2ccccc2c1=O
3	-8	-2	10	5	1.1	11	1	Cc1ccccc1NC(=O)Cc1nc(COC(=O)c2ccc(NC(N)=O)cc2)cs1
1	4	-13	-4	-18	0.96	4	1.1	Cc1ccc(NC(=O)c2ccc(NC(=O)C3CCCCC3C(=O)O)cc2)cc1 (configuration not stated)
-5	10	5	-5	-10	0.9	1	0.95	NS(=O)(=O)c1cc(C(=O)OCCNC(=O)c2ccccc2)c(Cl)cc1Cl
-3	-15	2	1	-9	1.1	5	0.98	COc1ccc(NS(=O)(=O)c2ccc(OC)c(NC(=O)CCC3CCCC3)c2)cc1
-2	-10	4	-3	3	1.1	0	0.96	Cn1c(N)c(C(=O)COC(=O)c2ccc(OC(F)F)cc2)c(=O)n(C)c1=O
-8	3	4	4	13	0.97	-12	0.96	CN(C)S(=O)(=O)c1ccc(NC(=O)C2CC(=O)N(Cc3ccccc3)C2)cc1 (configuration not stated)
-3	7	-6	0	-3	0.93	-5	1.1	Cc1ccc(C2N(c3cccc(Cl)c3)C(=O)C3CCCN32)o1 (configuration not stated)
-10	10	-2	-1	-3	0.9	4	1	CCCCOC(=O)c1ccccc1N1C(=O)C2C3CCC(C3)C2C1=O (configuration not stated)
2	-2	-12	-6	34	1	19	1.1	c1ccc(CSc2nnc(-c3c[nH]c4ccccc34)o2)cc1
6	8	8	1	-10	0.92	-7	0.92	CC1=NN(C(=O)c2ccc(Cn3nc(C)cc3C)o2)C(O)(C(F)(F)F)C1 (configuration not stated)
27	-9	-2	0	-36	1.1	6	1	CC(C)CCNC(=O)c1ccc(CS(=O)(=O)Cc2ccccc2F)o1
-2	4	14	2	11	0.96	-4	0.86	CC1=C(C(=O)OC(C)C)C(c2cncc(-c3ccc(F)cc3)c2)C(C#N)=C(N)O1 (configuration not stated)
0	-2	-12	2	4	1	5	1.1	N#Cc1c[nH]n2c(=O)c3c(nc12)CCC3
-5	6	-16	-1	5	0.94	3	1.2	Cc1ccsc1C(=O)NNC(=O)Nc1ccc(Cl)c(Cl)c1
-3	9	0	0	11	0.91	-1	1	CO/C(N)=C(\C#N)N=Cc1ccccc1Cl
0	11	9	-2	2	0.89	0	0.91	Cn1c(SCC(=O)NCCc2ccccc2)ncc(C(=O)Nc2ccccc2)c1=O
-9	-20	-3	-4	-21	1.2	-2	1	CCC1(C)SC(N)=NN1C(C)=O (configuration not stated)
3	11	-4	3	-17	0.89	13	1	O=C(COC(=O)/C=C/c1ccc([N+](=O)[O-])cc1)NCc1ccc2c(c1)OCO2
0	8	-14	-6	-7	0.92	-5	1.1	CC(=O)N1CCN(C(=O)c2ccc(C(=O)c3ccccc3)cc2)CC1
-6	-13	6	2	1	1.1	-6	0.94	Cc1ccccc1NC(=O)C1CCCN1C(=O)NC1CCCCC1 (configuration not stated)
-4	7	10	-3	8	0.93	-4	0.9	O=C(/C=C/c1ccc2c(c1)OCO2)Nc1cccnc1
-2	-5	0	1	0	1	-5	1	COc1ccc(OC)c(NC(=O)CSc2nc3ccccc3c(=O)n2CCNC(C)=O)c1
3	11	4	2	4	0.89	-3	0.96	CC(=O)c1cccc(NC(=O)CC2Oc3ccc(C)cc3NC2=O)c1 (configuration not stated)
-6	13	-7	4	3	0.87	-6	1.1	O=C(NCCc1ccccc1)C(=O)c1c(-c2ccccc2)cc2ccccn12

hIAP activ, what is marked active above.
HKDC1 inhibitor	mIAP block	hIAP block	APOBEC3A inh	PfGluPho inh	mIAP activ	ATG4B inhibitor	hIAP activ	Molecule
-3	-8	-107	-6	55	1.1	-15	2.1*	COc1cc(OC)c(OC)cc1/C=N/n1c(-c2n[nH]c3c2CCC3)n[nH]c1=S

(further entries)
HKDC1 inhibitor	mIAP block	hIAP block	APOBEC3A inh	PfGluPho inh	mIAP activ	ATG4B inhibitor	hIAP activ	Molecule
-5	5	9	2	6	0.95	2	0.91	CCN(CC)CC(=O)Nc1sc(C)c(C)c1C(=O)c1ccc(C)cc1
1	4	5	3	12	0.96	-9	0.95	COc1cccc(C(=O)Nc2cccc(-c3nnc(-c4ccccc4)o3)c2)c1
-3	-10	-16	-4	3	1.1	-12	1.2	Cc1c(CCO)c(=O)[nH]n1C(=O)c1ccc(F)cc1
-1	4	-21	-1	-19	0.96	3	1.2	Cc1cc(C)cc(NC(=O)CSc2nc(N)c(NC(=O)c3ccc(Br)o3)c(=O)[nH]2)c1
4	-1	-15	-2	7	1	4	1.2	COc1ccccc1-n1ccnc1SCC(=O)NC1CCCC1
-12	-1	-4	-3	0	1	-4	1	CCSc1nnc(NS(=O)(=O)c2ccc(C)cc2)s1
-1	5	11	1	1	0.95	27	0.89	N#Cc1cccc(NC(=O)c2ccccc2C(=O)O)c1
